# CF NFkB block: inhibitors of cystic fibrosis induced NF-kB; KKLEB NF-kB-GFP reporter, PAF-induced, GFP fluorescence overnight; inhibition, % at 5 µM; actives 0.86% (n = 360,000); AID 588850;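 active = at least 50% inhibition at 5 µM, scaled per plate between neutral and stimulator controls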;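 also: PAF is a Pseudomonas aeruginosa culture filtrate used as stimulus; plate controls were PAF-stimulated DMSO wells for no effect and unstimulated DMSO wells for full effect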
# SRC1 inh: inhibitors of human steroid receptor coactivator 1 (SRC1). Q15788. HEK293 GAL4-SRC1 luciferase reporter, luminescence. inhibition, % at 3.6 µM. actives 0.12% (n = 360,000). AID 588354;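 active = inhibition above the campaign mean plus 3 SD, with each screening campaign given its own cutoff, cut at about 60% in these data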;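 also: 0% = DMSO treated cells and 100% = gossypol at 36 µM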
# KKLEB cytotox: counter-screen for CF NF-kB inhibitors: cytotoxicity | KKLEB CF airway cells viability, ATPlite luminescence, overnight; active compounds read low; cells stimulated with P. aeruginosa culture filtrate | activity change (cytotoxicity), % at 5 µM | actives 0.36% (n = 360,000) | AID 602141;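 active = corrected activity change at or below -50% at 5 µM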
# COUP-TFII inh: inhibitors of human COUP-TFII (NR2F2) | AID 686940 | HEK293T NGFI-A luciferase reporter, luminescence | actives 0.7% (n = 370,000) | inhibition, % at 8.6 µM | P24468;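 active = inhibition above a per-plate cutoff, mean inhibition of test wells between control levels plus 3 SD, cut at about 38% in these data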;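 also: cells cotransfected with COUP-TFII expression vector driving the NGFI-A reporter; 0% = median of COUP-TF2 test wells and 100% = reporter-only cells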
# Target sequence (P24468 whole entry, looked up): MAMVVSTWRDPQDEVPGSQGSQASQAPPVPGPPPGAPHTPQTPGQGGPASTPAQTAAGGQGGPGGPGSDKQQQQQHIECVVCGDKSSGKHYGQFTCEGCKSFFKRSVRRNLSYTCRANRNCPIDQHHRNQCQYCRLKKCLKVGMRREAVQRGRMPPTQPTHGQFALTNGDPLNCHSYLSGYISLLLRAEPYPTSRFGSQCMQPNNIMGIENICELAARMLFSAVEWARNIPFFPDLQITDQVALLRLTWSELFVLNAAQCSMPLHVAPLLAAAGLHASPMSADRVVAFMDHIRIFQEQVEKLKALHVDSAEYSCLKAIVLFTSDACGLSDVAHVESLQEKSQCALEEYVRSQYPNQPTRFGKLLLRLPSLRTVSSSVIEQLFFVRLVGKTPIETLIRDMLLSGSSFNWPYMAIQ
# LRH-1 inv ag: inverse agonists of human LRH-1 (NR5A2); actives 0.13% (n = 360,000); inhibition, % at 3.6 µM; O00482; HEK293T StAR-luciferase reporter, LRH-1 transfected, 24 h;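 active = inhibition above the mean inhibition of all tested compounds plus 3 SD, cut at about 73% in these data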;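 also: 0% = DMSO wells and 100% = reporter-only cells lacking LRH-1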
# Target sequence (O00482 whole entry, looked up): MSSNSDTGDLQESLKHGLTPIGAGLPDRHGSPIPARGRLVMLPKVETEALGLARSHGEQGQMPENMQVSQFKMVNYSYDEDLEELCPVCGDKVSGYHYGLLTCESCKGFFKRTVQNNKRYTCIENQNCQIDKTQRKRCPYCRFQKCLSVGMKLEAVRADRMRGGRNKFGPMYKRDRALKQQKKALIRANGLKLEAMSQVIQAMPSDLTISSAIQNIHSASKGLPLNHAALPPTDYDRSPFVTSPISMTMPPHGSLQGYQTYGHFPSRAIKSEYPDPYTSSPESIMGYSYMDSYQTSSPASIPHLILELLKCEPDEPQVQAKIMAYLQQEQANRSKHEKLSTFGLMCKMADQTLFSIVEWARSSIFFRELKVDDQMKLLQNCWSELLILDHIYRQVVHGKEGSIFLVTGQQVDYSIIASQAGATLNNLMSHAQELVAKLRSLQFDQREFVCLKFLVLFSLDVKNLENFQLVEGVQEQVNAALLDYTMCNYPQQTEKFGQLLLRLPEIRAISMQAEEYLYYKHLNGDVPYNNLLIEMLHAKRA
# TWEAK-Fn14 inh: blocks TWEAK-Fn14 interaction in a reporter cell assay | actives 2% (n = 360,000) | inhibition, % at 10 µM | TWEAK-stimulated Fn14 reporter cells, luciferase luminescence, 8 h; in the data active = inhibition above about 50%
# C8 TRAIL sens: caspase-8 TRAIL sensitization; NB7+C8 cells + TRAIL, ATPlite viability luminescence; inhibition (viability loss, TRAIL sensitization), % at 10 µM; actives 1% (n = 360,000);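 active = compounds causing at least 50% loss of cell viability in the single-dose screen, relative to plate controls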
# TROY NFkB inh: TROY signaling inhibition. Q293 LMP1-TROYcd NF-kB luciferase reporter, 4 h. inhibition, % at 10 µM. actives 0.98% (n = 360,000). AID 1347056;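 active = compounds whose plate-normalised and pattern-corrected inhibition of the luciferase reporter signal at the single screening dose is 50% or more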
# LMP1 NFkB inh: reduces LMP1-driven NF-kappaB luciferase signal. LMP1-induced NF-kappaB luciferase reporter cells, luminescence. inhibition, % at 12.5 µM. AID 504558. actives 0.69% (n = 350,000); in the data active = inhibition above about 41%;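 also: 0% = neutral control wells and 100% = reference inhibitor control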
# NCOA2 inhibitor: inhibits human steroid receptor coactivator 2; Q15596; HEK293 GAL4-SRC2 luciferase reporter, luminescence; inhibition, % at 9 µM; actives 0.17% (n = 370,000); AID 651957;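 active = inhibition above the mean inhibition of all tested compounds plus 3 SD, set per campaign, cut at about 52% in these data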;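 also: 0% = DMSO treated cells and 100% = cells given Gossypol at 36 µM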
# NCOA3 inh: inhibits human SRC3 coactivator; Q9Y6Q9; HEK293 GAL4-SRC3 luciferase reporter, luminescence; inhibition, % at 3.6 µM; actives 0.17% (n = 360,000); AID 588352;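 active = inhibition above a per-campaign cutoff, the mean of all compounds plus 3 SD, cut at about 60% in these data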;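 also: 0% = DMSO-treated cells and 100% = gossypol-treated cells at 36 µM; higher means less SRC3-driven luciferase light from the GAL4 reporter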
# * marks the source's active call; other numbers are inactive results; . = not tested or not shown. Compounds were not picked by outcome (roughly 4.2% active in at least one column).
molecule	TWEAK-Fn14 inh	COUP-TFII inh	KKLEB cytotox	NCOA3 inh	TROY NFkB inh	LMP1 NFkB inh	LRH-1 inv ag	C8 TRAIL sens	SRC1 inh	CF NFkB block	NCOA2 inhibitor
Cc1cccc(NC(=O)NC2CC3CCC(C2)N3Cc2ccco2)c1 (stereo not drawn)	6.0	0.6	3.0	14.3	6.9	2.2	20.4	0.5	-22.7	-7.4	4.5
COc1ccc2c(-c3ccccc3)cc(SCC(=O)N(C)C3CCS(=O)(=O)C3)nc2c1 (stereo not drawn)	10.4	5.0	-17.5	5.8	2.1	-4.2	29.2	2.0	8.6	-2.0	10.4
O=C1Nc2ccccc2/C1=C\c1cccn1-c1ccc(OC(F)(F)F)cc1	23.4	8.4	2.4	9.2	34.1	-10.8	30.6	-16.8	-6.4	2.1	0.5
Cn1c(N)c(C(=O)COC(=O)c2cc(-c3ccccc3)nc3ccccc23)c(=O)n(Cc2ccccc2)c1=O	-35.4	.	-23.6	-21.7	-12.4	-7.9	-17.8	3.8	-3.6	-3.0	.
Cc1ccc(N2CCN(C(=S)Nc3ccc(Cl)cc3)CC2)cc1	1.2	7.0	14.7	8.6	3.1	-2.5	11.9	-8.9	-2.1	2.3	3.1
OC(c1ccccc1)(c1nc(/C=C/c2ccccc2)cs1)C(F)(F)F (stereo not drawn)	8.7	16.4	0.4	-16.7	1.1	.	-27.0	-8.0	4.5	1.2	-0.7
COc1cc(C(=O)Nc2ccc(Br)cc2C(=O)c2cc(OC)c(OC)c(OC)c2)cc(OC)c1OC	2.4	-0.6	-7.1	-5.6	-3.5	-8.8	21.8	10.2	9.9	14.0	-17.0
O=C1C2C3C=CC(O3)C2C(=O)N1N=C1CCCCC1 (stereo not drawn)	6.0	0.2	2.2	-21.5	1.2	-2.1	3.7	-7.1	-15.5	-14.6	21.2
COc1ccc(Cl)cc1NC(=O)COC(=O)C(CC(C)C)N1C(=O)C2CC=CCC2C1=O (stereo not drawn)	-4.0	20.8	-17.4	5.5	-3.0	-11.9	3.6	25.2	0.8	12.7	-0.9
CCn1c(SCc2ccccc2)nnc1-c1cccnc1	-3.3	-2.7	-0.6	-66.7	-4.5	-9.0	-65.4	-4.8	-60.1	-0.5	12.8
COc1ccc2c(Cl)c(C(=O)N/N=C/c3ccc4c(c3)OCO4)sc2c1	-101.4	17.3	-11.9	-2.4	-2.9	-3.2	-9.7	26.3	-7.0	22.3	-4.9
CCc1nc(SCC(=O)Nc2cccc3ccccc23)[nH]c(=O)c1C	0.6	6.8	-6.2	-10.6	14.4	3.7	29.1	-5.5	-15.2	-8.1	-25.0
Cc1ccc(C2=NN3C(=O)c4ccccc4C3C2)cc1 (stereo not drawn)	-39.0	-23.1	5.0	-29.9	-38.1	-42.1	-146.1	-2.3	-49.8	12.2	-60.2
NC(=O)c1oc2ccccc2c1NC(=O)Cc1ccccc1	19.8	24.0	-1.0	-2.2	14.0	2.5	5.2	-21.7	2.7	-3.7	-0.2
O=C(c1ccc(Cl)c(S(=O)(=O)N2CCCCCC2)c1)N1CCN(c2ccccn2)CC1	17.6	42.3*	-8.0	20.5	33.4	2.2	23.8	10.8	0.0	7.3	15.9
Cc1ccc(NC(=O)C2(C)Cc3ccccc3C(=O)O2)cc1 (stereo not drawn)	-1.8	-2.2	4.0	12.4	-15.9	-19.5	-16.6	2.3	10.8	-2.0	-9.7
O=C(NCCN1CCC(n2c(=O)[nH]c3ccccc32)CC1)c1c(F)cccc1F	0.8	-5.5	.	.	-12.7	.	10.2	1.1	.	.	-4.0
Cc1ccccc1Nc1nc(N)nc(COC(=O)c2ccccc2)n1	-51.5	-33.2	-4.9	-39.8	-56.1	-20.4	-45.1	-8.8	-58.7	10.1	-56.6
O=C(c1cc2nc(-c3ccc(Cl)cc3)cc(C(F)(F)F)n2n1)N1CCOCC1	-20.8	-16.2	1.8	3.5	-8.5	4.9	2.2	-4.0	4.6	-6.2	-16.5
O=C1OCCC1Sc1nnc(-c2ccc3c(c2)OCO3)o1 (stereo not drawn)	42.4	9.7	-10.8	0.5	6.7	11.0	-3.7	14.3	-8.5	4.8	4.3
O=C(O)CCC(=O)NN1C(=O)c2ccccc2NC1c1ccco1 (stereo not drawn)	-14.2	7.2	-5.6	-4.9	-1.9	1.8	-3.3	-17.1	2.3	9.8	-18.1
CCN1CCN(CCNC(=O)c2cn(C(C)c3ccccc3F)nn2)CC1 (stereo not drawn)	-17.7	-4.3	-0.2	-5.9	-3.8	-6.0	-14.5	0.6	0.8	-8.9	17.2
O=c1oc(-c2ccccc2)nc2sc3c(c12)CCC3	25.5	1.1	8.3	9.6	-64.7	4.2	-3.8	-0.1	-4.0	-18.0	-16.7
CC(C(=O)Nc1ccc(S(=O)(=O)N2CCCC2)cc1)N1CCN(C(=O)c2ccco2)CC1 (stereo not drawn)	-8.6	9.1	-3.9	-14.5	-16.9	-7.4	25.1	2.6	-48.4	0.8	1.3
CC(=O)NCCc1cnc[nH]1	-2.5	0.4	5.3	7.4	-6.1	-4.3	-11.8	4.1	-10.5	10.4	7.2

# Next part.
molecule	TWEAK-Fn14 inh	COUP-TFII inh	KKLEB cytotox	NCOA3 inh	TROY NFkB inh	LMP1 NFkB inh	LRH-1 inv ag	C8 TRAIL sens	SRC1 inh	CF NFkB block	NCOA2 inhibitor
N#C/C(=C\c1c(N2CCCCCC2)nc2ccccn2c1=O)C(N)=O	12.4	0.9	-5.7	8.5	-9.2	8.6	-0.6	3.1	-7.4	10.4	-6.1
C=CC[C@]12C=C(OC)C(=O)C=C1O[C@@H](c1ccc3c(c1)OCO3)[C@H]2C	-38.9	-9.0	-0.9	8.4	1.9	9.6	27.9	7.8	-1.0	16.1	5.3
CC(C)C[C@H]1CN([C@@H](Cc2ccc(O)cc2)CN2CCC[C@H]2CN2C(=O)C(=O)NC[C@@H]2Cc2ccccc2)C(=O)C(=O)N1CC1CCCCCC1	4.5	-8.0	.	.	6.8	.	-31.9	-1.7	.	.	-16.9
CC(C)c1onc(C(=O)N2CCCCCC2)c1[N+](=O)[O-]	9.1	2.4	-4.4	-2.3	-3.5	-0.8	17.5	2.7	-1.6	1.8	2.0
O=C(NNS(=O)(=O)Cc1ccccc1)c1ccc([N+](=O)[O-])cc1	3.3	-24.1	-3.1	-12.1	-2.0	-5.9	7.3	12.9	-4.8	7.7	-5.4
COc1ccc(-c2csc(Cc3nnc4n3CCCCC4)n2)cc1	-15.0	-1.2	3.0	-22.9	-10.3	0.1	-0.4	-7.9	-21.7	-0.3	0.2
CCc1nnc(NC(=O)Cc2cccs2)s1	-4.2	9.6	13.6	4.0	3.1	-2.2	-18.6	-3.6	-14.4	-5.3	-5.8
CN(CC(=O)Nc1ccccc1C(F)(F)F)C(=O)Cc1ccccc1F	13.0	-5.8	-0.4	-13.1	-9.4	6.7	-0.6	-5.0	12.7	11.0	2.9
COc1ccccc1N=Nc1c(C)[nH]n(-c2ccccc2)c1=O	-0.8	5.4	-1.2	-10.8	-24.8	2.8	10.2	-8.0	-7.1	3.7	-17.2
C(=N\Nc1cc(N2CCCCC2)ncn1)/c1ccco1	-20.5	-12.1	1.8	-110.3	-30.0	-14.8	-119.0	39.0	-78.4	-2.9	-64.3
CCCCOc1ccc(N2C(=O)C(C)CNC2=S)cc1 (stereo not drawn)	-5.8	7.9	9.9	-3.0	-12.7	3.7	3.2	1.2	0.6	-24.7	10.2
COc1ccc(-c2cc(C(F)(F)F)n3nc(C(N)=O)cc3n2)cc1	-7.3	0.2	1.2	-4.5	14.9	10.6	-3.5	8.1	-7.9	-12.5	-0.6
CC(C)(C)NS(=O)(=O)c1ccc(OCC(=O)NCc2ccco2)cc1	-2.2	-3.1	5.8	16.7	-4.5	-4.5	-8.0	-4.8	7.5	-10.0	6.2
Cc1cc(C)n(-c2nc3ccccc3nc2N2CCOCC2)n1	-19.3	-10.7	1.0	-9.2	-0.6	-0.4	5.3	-16.1	-21.2	15.5	2.5
Cc1c(NC(=O)c2ccc(-c3cccc([N+](=O)[O-])c3)o2)c(=O)n(-c2ccccc2)n1C	-12.7	-0.7	-1.6	-8.5	-10.4	-6.7	-7.1	-2.5	0.6	-6.8	-50.4
Cc1c(NC(=O)Nc2cccc(C#N)c2)c(=O)n(-c2ccccc2)n1C	-3.8	-1.4	-2.5	1.6	10.8	4.6	6.3	6.7	-0.8	0.6	-19.8
COc1ccc(CC(=O)Nc2nc(-c3ccccc3)c(C(C)=O)s2)cc1OC	57.2*	23.6	-17.2	8.4	20.6	5.3	-4.9	2.8	0.8	34.8	-14.2
O=C(c1cc([N+](=O)[O-])ccc1N1CCOCC1)N1CCN(c2ccccc2)CC1	-9.7	-52.5	-37.4	4.3	30.8	13.3	9.2	10.2	-9.5	52.9*	19.5
CC1CCCCN1C(=O)CSc1nnc(-c2ccco2)o1 (stereo not drawn)	-7.6	-23.8	3.0	-61.6	-39.3	-16.8	-83.2	-8.9	-81.6	11.3	-69.8
CCOC(=O)N1CCN(S(=O)(=O)c2ccc(F)c(C(=O)Nc3cccc(Cl)c3C)c2)CC1	-12.8	11.6	-30.2	14.6	4.2	5.1	-4.0	14.0	-4.1	-10.6	7.3
C[C@]12C(=O)N(c3ccc(Cl)cc3)C(=O)N1[C@H]1c3ccccc3OC[C@@H]1[C@H]2c1ccccc1	-44.4	.	-22.4	12.7	-14.7	-5.2	15.4	20.1	-1.6	29.3	.
Cc1noc(C)c1COc1ccc(C(=O)O)cc1	4.7	16.1	4.3	3.3	16.3	-2.1	-6.2	-2.9	-8.0	-21.8	2.6
Cc1ccc(Oc2ccc3c(c2)C(=O)N(c2cccc4cccnc24)C3=O)cc1	-4.9	5.2	2.3	9.4	3.2	-2.5	5.1	7.4	2.7	-2.0	13.9
COc1ccc2c(CCNC(=O)c3ccco3)c[nH]c2c1	22.8	-14.2	-1.8	-3.8	-1.6	-4.3	-31.6	19.7	-0.2	6.2	-31.2
Oc1ccc(Br)cc1CN1CCCCCCC1	-16.9	-7.6	3.5	-2.9	13.6	0.3	11.3	-3.2	15.2	4.1	1.5
COc1ccc(CCC(=O)NCC2CCCCC2)cc1OC	-11.6	-20.9	6.6	-15.3	0.8	-9.7	-14.8	-9.9	-9.4	-1.8	-6.5
O=c1[nH]c2ccc(Cl)cc2c(O)c1Cc1ccccc1	17.5	-22.6	3.1	4.4	-5.2	-6.7	-7.0	4.3	1.2	25.7	13.2

# Record cards (already shown). Order of screens: TWEAK-Fn14 inh | COUP-TFII inh | KKLEB cytotox | NCOA3 inh | TROY NFkB inh | LMP1 NFkB inh | LRH-1 inv ag | C8 TRAIL sens | SRC1 inh | CF NFkB block | NCOA2 inhibitor
# O=C(c1cc([N+](=O)[O-])ccc1N1CCOCC1)N1CCN(c2ccccc2)CC1 is entered as -9.7 | -52.5 | -37.4 | 4.3 | 30.8 | 13.3 | 9.2 | 10.2 | -9.5 | 52.9* | 19.5
# Oc1ccc(Br)cc1CN1CCCCCCC1 is entered as -16.9 | -7.6 | 3.5 | -2.9 | 13.6 | 0.3 | 11.3 | -3.2 | 15.2 | 4.1 | 1.5
